HCMV inh: blocks human cytomegalovirus replication | HFF cells, HCMV-luciferase reporter, 72 h; active compounds read low | activity change, negative = inhibition, % at 57.5 µM | hit rate 4.5% among 410,000; in the data active means activity change below about -60%; inconclusive means no clear call, values can overlap the other calls; inactive means above about -39%
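Human foreskin fibroblasts infected with luciferase-reporter HCMV at MOI 1 PFU/cell, compounds at two doses. Luciferase measured 72 h post infection; normalized to buffer-only basal and Salinomycin (10uM) controls.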
The depositor's hits bear a star; ? = inconclusive. On the % scale 0 is the no-effect control and ±100 the full control effect.

SMILES	HCMV inh
COc1ccc(CNC(=O)c2ccc(-c3cccnc3)c3ccoc23)cc1OC	-29.1
Nc1ncc(-c2ccc(F)cc2)nc1N1CCN(CCO)CC1	15.3
C#CCN(C[C@@H]1[C@@H](OC(=O)NCC2CCCCC2)[C@@H](OC(=O)NCC2CCCCC2)CN(C(=O)OC(C)C)N1C(=O)OC(C)C)S(=O)(=O)c1ccc(C)cc1	?
CNc1cncc(-c2ccc(CN(C)C)cc2)n1	6.0
CC1(C(=O)NS(=O)(=O)c2cccc(Cl)c2)CCN1C(=O)C1(c2ccc(Cl)cc2)CCC1 (stereo not drawn)	3.0
COC(=O)[C@@]12C[C@@H](CC(=O)N3CCOCC3)C(=O)N(CCc3ccc(OC)c(OC)c3)C1=CCC(C)(C)C2	-21.1
CC(C)C1C(=O)N(Cc2cn(CCC3OCCO3)nn2)CCS(=O)(=O)N1Cc1ccc(-c2ccccc2)cc1 (stereo not drawn)	9.4
COc1ccc(Cc2c(-c3ccc(OC)c(OC)c3)nc3ccc(C)cn23)c(C)c1	-16.9
CC1(c2nnnn2Cc2ccccc2)CCC(=O)N1Cc1cccs1 (stereo not drawn)	20.4
CCOC(=O)[C@@H](C)N1[C@@H](C)[C@H](c2ccccc2)Oc2ccc(Cl)cc2S1(=O)=O	-12.3
COC(=O)C1Cc2c([nH]c3ccccc23)C2CCC(=O)N12 (stereo not drawn)	-1.6
COc1ccc(C2NC(=S)N(Cc3ccc(Cl)cc3)C(C)=C2C(C)=O)cc1 (stereo not drawn)	-21.4
N/C(=N\C(=S)Nc1ccc2c(c1)OCO2)c1ccccc1	59.3
CC(C)(C(=O)NCc1ccco1)n1cc(NC(=O)c2cncc(Br)c2)cn1	4.9
COc1cc(-c2cnc3c(NC(C)=O)cc(-c4cccc(C(=O)NCCO)c4)cn23)cc(OC)c1OC	34.7
CC(=O)NCC1(c2ccccc2)CCN(CC2COc3ccccc3O2)CC1 (stereo not drawn)	-1.5
O=C(c1ccco1)N1CCN(C(=O)c2ccc(Br)o2)CC1	-31.2
CC(C)C1OC(CCc2ccccc2)Cc2[nH][nH]c(=O)c21 (stereo not drawn)	10.6
CCCNC(=O)C1(C)CCCN(C(=O)c2ccc(C)c(F)c2)C1 (stereo not drawn)	13.1
Clc1ccc2nc(-c3ccco3)c(Cc3ccsc3)n2c1	-14.9
O=[N+]([O-])c1ccccc1C(=Nc1ccccc1)c1c(O)cc(O)cc1O	9.6
N#Cc1cc2ccncc2c2ccccc12	-39.0
CNc1cccc(-c2cccc(O)c2)n1	44.4
COc1ccc(O)cc1CN1CCN(c2ncc(Cc3ccccc3)cn2)CC1	?
COc1cccc(C(O)c2nc(-c3cccc(C#N)c3)cs2)c1 (stereo not drawn)	?
CCc1nc2c(OCc3ccc(C#N)cc3)cccn2c1N(C)C(=O)C(C)C	11.9
CC1(C(=O)NCc2cccc(Cl)c2)Cc2c(-c3ccccc3)ccnc2O1 (stereo not drawn)	19.6
CC1=C(C(=O)N(C)C)CC(CC(=O)NCCCCc2ccccc2)C(=O)N1Cc1ccc(C(C)(C)C)cc1 (stereo not drawn)	-8.6
Cc1ccc(S(=O)(=O)N2[C@H](c3ccccc3)CC(=O)[C@@H]3CN(S(=O)(=O)c4ccccc4C)[C@H](c4ccccc4)C[C@@H]32)cc1	-27.8
CC1(C(=O)NS(=O)(=O)c2ccc(C#N)cc2)CCN1C(=O)CC1CCCCC1 (stereo not drawn)	18.4
N[C@H]1CC[C@@]23CCCN2C(=O)CCC[C@H]3[C@H]1Cc1ccccc1	15.2
N#CC(C#N)c1ccnc2ccccc12	-78.1*
Cc1ccc(S(=O)(=O)NC(=O)C2(C)CCN2C(=O)C2(c3ccc(Cl)cc3)CC2)cc1 (stereo not drawn)	-33.3
COCCNC(=O)C1CCCN(C(=O)c2csc3ccccc23)CC1 (stereo not drawn)	37.0
C[C@H]1[C@H](c2ccccc2)Oc2cccc(NCCc3ccccc3)c2S(=O)(=O)N1Cc1ccc(F)cc1	0.0
CCN(CC)C(=O)C1=C(C)N(CCCN2CCCC2=O)C(=O)C(CC(=O)NCc2cccs2)C1 (stereo not drawn)	-27.2
CN(C)c1ccc(-c2csc(C(O)(c3ccccc3)C(F)(F)F)n2)cc1 (stereo not drawn)	45.4
CCNC(=O)C1(C)CCN(C(=O)c2ccc(N(C)C)cc2)C1 (stereo not drawn)	0.1
CCOC(=O)[C@]12CCCC=C1N(Cc1ccco1)C(=O)[C@H](CC(=O)N1CCC(c3ccccc3)CC1)C2	-23.3
COc1cc(F)ccc1-c1cc(C(=O)NCc2cccs2)[nH]n1	20.6
O=C1C2C3C=CC(CC3)C2S(=O)(=O)C2C3C=CC(CC3)C12 (stereo not drawn)	-14.6
C[C@@H]1COc2cc(NCCCN3CCOCC3)ccc2S(=O)(=O)N1	1.7
NC(=O)C1CCN(C(=O)c2ccc(NS(=O)(=O)/C=C/c3ccccc3)cc2)CC1	14.0
COc1ccccc1-n1c(Cc2cccc3ccccc23)nnc1SCC(=O)O	26.2
CC(C)OCCCNC(=S)N1CCC(C(=O)c2ccc(F)cc2)CC1	-8.5
COC(=O)[C@@]1(Sc2ccc(C)cc2)CC(=O)N(c2ccccc2)[C@@H]1c1ccccc1	-10.6
CCOCCC(=O)Nc1ccc2c(c1)c(=O)n(C)n2C/C=C/c1ccccc1	-18.9
OCC[C@@H]1C[C@H](O)[C@@H](O)[C@@]2(OCc3ccc4ccccc4c32)O1	-15.4
CC(C)C[C@@H](CN1CCC[C@@H]1CN1C(=S)NC[C@@H]1Cc1ccccc1)N1C[C@H](Cc2ccc(O)cc2)N(CC2CCCCC2)C1=S	-4.9
CC(C)Cc1ccc(-c2cc3nc(NCCOc4ccccc4)ccn3n2)cc1	41.2
COC(=O)C1=CN(c2ccccc2OC)C(N)=C(C#N)C1c1cccc([N+](=O)[O-])c1 (stereo not drawn)	?
COc1ccc(-c2nc3ccc(Cl)cn3c2CC(C)(C)C)cc1OC	-13.7
Cc1ncc(C(O)c2ccc(N(C)C)cc2)n1Cc1ccccc1 (stereo not drawn)	-15.4
COC(=O)C1CCN(S(=O)(=O)c2c[nH]c(=O)[nH]c2=O)CC1	6.8
CCCC(=O)N1CCCC1(C)C(=O)NCCc1ccccn1 (stereo not drawn)	-16.4
CCOC(=O)C1=CC[C@@H](c2ccccc2C(F)(F)F)N(S(=O)(=O)c2ccc(C)cc2)[C@H]1c1ccc(C#N)cc1	-3.4

Going on with the list:
smiles | HCMV inh
O=C(Nc1cccc(Cl)c1)c1csc([C@@H]2C[C@H](O)[C@@H](CO)O2)n1 | ?
CN(Cc1ccccc1)C(=O)C1(C)CCN1C(=O)Cc1ccc(Cl)cc1Cl (stereo not drawn) | -33.4
CCCNC(=O)C1(C)CCN(C(=O)c2cccc(OC(F)(F)F)c2)C1 (stereo not drawn) | 13.7
COc1ccc([C@H]2C[C@@H](n3cc(-c4ccc(F)cc4)nn3)[C@H](O)CN2C(=O)c2cccs2)cc1 | -1.3
CC1(C(=O)Nc2ccc3c(c2)OCO3)CCN1C(=O)c1ccccc1 (stereo not drawn) | 32.8
CCCC1CCCCN1 (stereo not drawn) | 3.4
CC1(C(=O)NC2CCCCC2)CCC(=O)N1CCOc1ccccc1 (stereo not drawn) | 18.1
O=S1(=O)CC(N2CCCCC2)CN1Cc1cn(Cc2ccc(Cl)cc2)nn1 (stereo not drawn) | -4.1
CC1(C(=O)Nc2ccc3[nH]ncc3c2)CCN1C(=O)CC(c1ccccc1)c1ccccc1 (stereo not drawn) | 0.0
CC(C)N1C(=O)c2ccccc2NC(=O)C1C(=O)NCc1ccccc1 (stereo not drawn) | 18.0
CC1(C(=O)Nc2ccc(F)c(Cl)c2)Cc2c(-c3cccc(C(N)=O)c3)ccnc2O1 (stereo not drawn) | 16.1
CC(C)[C@@H]1Cc2[nH]c(=O)[nH]c(=O)c2[C@H](C)O1 | 5.8
COc1ccc(C2=NCC(C)n3c2c2ccc(OC)cc2[n+]3[O-])cc1 (stereo not drawn) | 33.5
CC(CC(=O)Nc1ccc2c(c1)c(=O)n(C)n2-c1cccs1)c1ccccc1 (stereo not drawn) | -28.7
Cn1ccc2c(-c3ccc(C(C)(C)C)cc3)cc3c(c21)C1CCC3O1 (stereo not drawn) | 0.8
O=C1CCC(C(=O)OCC(=O)Nc2ccc(SC(F)F)cc2)=NN1 | -14.7
Cc1ccccc1N1CCN(C(=O)c2cc(-c3ccccc3)nc3c2cnn3C(C)C)CC1 | -12.9
CCCCC[C@@H]1[C@@H]2C(=C(OCC)C[C@@H]3C(=O)N(c4ccccc4)C(=O)[C@H]23)[C@H](c2ccccc2)N1S(=O)(=O)c1ccc(C)cc1 | -23.3
CC(C)C[C@H]1CN(CCCC[C@@H]2CNC(=O)C(=O)N2CCc2ccccc2)C(=O)C(=O)N1CCC1CCCCC1 | 18.3
O=C1CCCCC1C1(O)C(=O)Nc2ccccc21 (stereo not drawn) | 30.9
CC1=C2C3OC(=O)C(C)C3CCC2(C)C=C(Br)C1=O (stereo not drawn) | -35.6
Cc1cccc(C(O)c2ncc(-c3ccccc3F)[nH]2)c1C (stereo not drawn) | 37.5
C[C@H](CO)N1C[C@H](C)[C@H](CN(C)Cc2ccncc2)Oc2ncc(C#CC3CC3)cc2C1=O | 6.0
CC(C)c1cccc(C(C)C)c1Nc1cn[nH]c1 | ?
COc1ccccc1N(CC(=O)N1CCCCC1C)S(=O)(=O)c1ccc(Cl)cc1 (stereo not drawn) | -15.3
CCCNC(=O)c1cc(C2CCCN(S(=O)(=O)c3ccccc3)C2)on1 (stereo not drawn) | -19.2
COc1ccc(Cc2c(-c3ccco3)nc3c(C)cc(Br)cn23)c(C)c1 | -4.1
COc1cccc(C(NC(C)=O)c2nc(-c3cccc(NC(C)=O)c3)cs2)c1 (stereo not drawn) | -29.7
Cc1ccc(S(=O)(=O)N2C[C@H]3N(C(=O)OC(C)C)N(C(=O)OC(C)C)C[C@H](OC(=O)NCc4ccccc4F)[C@@]3(O)C2)cc1 | -14.0
CC(C)NC(=O)C1(C)CCN1C(=O)Cc1ccc(-c2ccccc2)cc1 (stereo not drawn) | -33.5
NS(=O)(=O)c1ccc(CCNC(=O)CSc2nc3c(sc(=S)n3-c3ccccc3)c(=O)[nH]2)cc1 | 2.2
CCOC(=O)[C@]12CCC=C1N(Cc1ccco1)C(=O)[C@H](CC(=O)N1CCSCC1)C2 | -10.1
COc1ccc(C(C#N)CC(=O)c2ccc(OCc3ccccc3)c(OC)c2)cc1OC (stereo not drawn) | 34.2
O=C(Nc1ccc(C(O)c2ccccc2)cc1)[C@@H]1O[C@H](CO)[C@H](O)[C@H](O)[C@H]1O (stereo partly drawn) | 38.7
O=C(NC(c1ccc2ccccc2n1)c1cccs1)C1CCN(Cc2cccc(C(F)(F)F)c2)CC1 (stereo not drawn) | 1.2
COc1ccc(C2CC(c3cccc(OC)c3)=NN2c2ccc(S(N)(=O)=O)cc2)cc1 (stereo not drawn) | 18.1
COc1ccc(S(=O)(=O)N[C@@H]2C=C[C@@H](CC(=O)N3CCc4ccccc4C3)O[C@@H]2CO)cc1 | -21.4
COc1ccc(NC(=O)C2(C)Cc3c(-c4ccc(C(N)=O)cc4)ccnc3O2)cc1OC (stereo not drawn) | 17.6
CC1(C(=O)NS(=O)(=O)c2cccc(Cl)c2)CCN1C(=O)CCc1cccs1 (stereo not drawn) | 9.0
Cn1ccc2c(N3CCCCCC3)cc3c(c21)C1CCC3C1 (stereo not drawn) | -32.5
CCOC(=O)[C@]12CCCC=C1N(Cc1ccc(Cl)cc1Cl)C(=O)[C@H](CC(=O)NCc1ccc(C)o1)C2 | -8.2
C[C@@H](c1ccccc1)N1C[C@H](COCc2ccccc2)Oc2cc(N3CC[C@@H](N(C)C)C3)ccc2S1(=O)=O | ?
COc1ccccc1C(=Cc1ccc([N+](=O)[O-])cc1)C(=O)O | -18.7
C[C@H]1CN([C@@H](C)CO)C(=O)CCCn2nncc2CO[C@@H]1CN(C)S(=O)(=O)c1ccc(-c2ccccc2)cc1 | 17.6
COc1ccc(-c2oc3c(c2C#CCCCCO)C(OCCO)CC3)cc1 (stereo not drawn) | -16.1
CC[C@@H](NC(=O)[C@H](Cc1ccccc1)NC(=O)CC[C@H]1O[C@@H](n2ccc(=O)[nH]c2=O)[C@H](O)[C@@H]1O)c1ccccc1 | -3.2
O=S(=O)(c1ccc(Cl)cc1)N1Cc2ccccc2-n2nncc2C1 | -16.2
CNc1nc(NCc2ccc(C)cc2C)c2sccc2n1 | -31.2
O=C(NCCc1ccccc1)c1[nH]c(C(F)(F)F)nc1-c1ccccc1 | -12.0
COc1ccc(Cl)cc1-c1cc(C(=O)NCC2CCCCC2)[nH]n1 | -24.7
Cc1cscc1-c1nc(NCC2CC2)nc2ccsc12 | 91.5
Cn1ccc2c(N3CCOCC3)cc3c(c21)C1CCC3C1 (stereo not drawn) | -3.2

Bioassay records (PubChem BioAssay)

An excerpt; count on the stated rates, not on these rows.
